EPAC2 ag – agonists of human EPAC2 (RAPGEF4); Q8WZA2; EPAC2 activation, biochemical qHTS; response scale: 100% = 6.5 mM cAMP response; Potency, µM (titrated, usually from 154 µM), for inactives: at the top dose activation, usual class: activators; hit rate 0.079% among 360,000; note: potency is the fitted concentration of half-maximal effect; nearly all actives have a fitted effect of over 50% in size
Target sequence (Q8WZA2 whole entry, looked up): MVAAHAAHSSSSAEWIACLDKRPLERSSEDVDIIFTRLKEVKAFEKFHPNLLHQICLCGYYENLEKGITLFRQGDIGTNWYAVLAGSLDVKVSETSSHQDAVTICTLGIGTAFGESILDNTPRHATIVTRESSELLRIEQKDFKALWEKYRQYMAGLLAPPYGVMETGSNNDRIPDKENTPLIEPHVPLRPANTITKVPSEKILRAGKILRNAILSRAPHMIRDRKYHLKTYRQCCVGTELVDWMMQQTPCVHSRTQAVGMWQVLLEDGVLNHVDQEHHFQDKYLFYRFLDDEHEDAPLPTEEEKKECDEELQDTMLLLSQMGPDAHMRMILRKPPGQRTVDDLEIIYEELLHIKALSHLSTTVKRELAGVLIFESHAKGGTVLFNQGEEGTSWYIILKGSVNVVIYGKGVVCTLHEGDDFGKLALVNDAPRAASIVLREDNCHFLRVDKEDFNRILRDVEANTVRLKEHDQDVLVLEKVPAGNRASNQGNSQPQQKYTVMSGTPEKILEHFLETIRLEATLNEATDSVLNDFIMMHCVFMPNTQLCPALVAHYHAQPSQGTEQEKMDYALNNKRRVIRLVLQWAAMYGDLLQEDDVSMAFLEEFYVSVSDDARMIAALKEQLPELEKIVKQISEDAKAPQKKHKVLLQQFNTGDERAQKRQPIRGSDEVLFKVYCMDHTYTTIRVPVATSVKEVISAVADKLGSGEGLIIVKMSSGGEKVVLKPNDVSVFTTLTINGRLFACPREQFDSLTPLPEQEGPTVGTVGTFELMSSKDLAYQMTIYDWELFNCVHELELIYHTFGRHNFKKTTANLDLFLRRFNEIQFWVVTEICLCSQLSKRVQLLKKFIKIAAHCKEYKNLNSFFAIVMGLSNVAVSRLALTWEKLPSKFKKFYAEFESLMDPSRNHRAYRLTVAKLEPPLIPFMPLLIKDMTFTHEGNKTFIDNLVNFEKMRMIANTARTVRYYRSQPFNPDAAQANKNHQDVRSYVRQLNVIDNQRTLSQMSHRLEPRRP
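Guanine nucleotide exchange by EPAC2 is measured as reduced fluorescence of BODIPY-GDP once it is released from 250 nM Rap1B. Plates are read kinetically for 30 min at room temperature; results are scaled to 6.5 mM cAMP.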
D3 ag – activates the human D3 dopamine receptor. max activation, %. AID 652048. D3R DiscoveRx beta-arrestin cells, luminescence, 90 min. P35462. hit rate 0.58% among 410,000; in the data active = max activation above about 30%; note: 0% is about no effect; mostly tested at two doses, the higher about 12 µM
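Cells at 1500/well, incubated overnight, then treated with pinned compounds (dopamine as control) for 90 min at 37 degrees C. DiscoveRx reagent added for 30 - 60 minutes at room temperature; luminescence read.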
PTHR1 agonist – agonists of human PTHR1 parathyroid hormone receptor. Q03431. HEK293 GP2 PTHR1 cells, GloSensor cAMP luminescence, 1 h. Potency, µM (titrated, usually from 115 µM), for the others: at the top dose activation, hits mostly activators. hit rate 0.075% among 410,000; note: potency is the fitted concentration of half-maximal effect; nearly all actives have a fitted effect of over 55% in size; some results filed as inactive show a strong effect at the top dose; inactives centre near -15; many of its hits are not listed in these tables
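HEK-293-derived GP2 cells expressing PTHR1 and a GloSensor cAMP reporter, 3,000/well, plated overnight, given luciferin plus IBMX (each 0.5 mM as added) for 1 h at 37 °C, then compound for 1 h at 37 °C. Luminescence was read after 15 min at room temperature.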
Akt phos inh – Akt phosphorylation inhibition. Neuro2A IGF-stimulated pAkt S473 HTRF, 20 min; hits give low values. activity change, % for hits at 50 µM. hit rate 0.32% among 360,000. AID 651550; in the data active = activity change below about -80%; inconclusive = mostly about -51% to -80%; note: % is set by controls: 0 for no effect and ±100 for the full control effect
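Neuro2A cells in DMEM with 0.5% FBS, overnight at 37 deg C, given compound at single 50 µM final, then IGF (6 nM final) for 20 min at 37 deg C. Lysed; phospho-Akt Ser473 by HTRF after 24 h, 665/615 ratio.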
MmCpn inh – M. maripaludis TRiC chaperonin inhibition | purified Mm-Cpn ATPase, ADP Transcreener TR-FRET | Potency, µM (highest dose often 76.9 µM), inactives show at the top dose activity, negative = inhibition, hits mostly inhibitors | hit rate 0.031% among 330,000 | AID 504842; note: potency is the fitted concentration of half-maximal effect; % is set by controls: 0 for no effect and ±100 for the full control effect; nearly all actives have a fitted effect of over 80% in size
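ATPase read-out: TR-FRET ADP immunoassay (anti-ADP Eu cryptate vs ADP-d2), ex 320 nm, em 590/665 nm; signal drops as ADP forms. Enzyme 25 nM, ATP 10 uM, 30 min at 37°C after 10 min compound preincubation.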
DRD3 antagonist – D3 dopamine receptor (human) antagonism | P35462 | D3R cells, DiscoveRx beta-arrestin luminescence, antagonist mode; hits give low values | max response, negative = inhibition, % | hit rate 2.5% among 360,000 | AID 652054; in the data active = max response below about -50%; inconclusive = no clear call, values can overlap the other calls; note: % is set by controls: 0 for no effect and ±100 for the full control effect; mostly tested at two doses, the higher about 12 µM
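Cells expressing the human receptor were seeded at 1500 cells/well, incubated overnight at 37 degrees C in 5% CO2, then exposed to library compounds with dopamine controls for 90 minutes at 37 degrees C before luminescent detection.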
CCT modulator – modulators of cytosolic chaperonin (CCT/TRiC) activity | purified chaperonin ATPase assay, HTRF ADP detection, 30 min | activity change, % (test concentration not listed), hits read low | hit rate 0.3% among 360,000 | AID 651819; in the data active = activity change below about -30%; note: % is set by controls: 0 for no effect and ±100 for the full control effect
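Nucleotide hydrolysis assay: TRiC at 20–40 nM final (set by batch activity) with 10 uM ATP, 30 min at 37 °C, in presence of 76 uM compound. Detection by competitive ADP HTRF, 30 min ambient.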
EPAC2 antagonist – antagonists of human EPAC2; Q8WZA2; EPAC2 GEF exchange of Rap1B-BODIPY-GDP, fluorescence; Potency, µM (doses to about 114 µM), for inactives: at the top dose activity, negative = inhibition, hits mostly inhibitors; hit rate 0.18% among 360,000; note: potency is the fitted concentration of half-maximal effect; % is set by controls: 0 for no effect and ±100 for the full control effect; nearly all actives have a fitted effect of over 45% in size; many of its hits are not listed in these tables
Active calls of the source: *; i = inactive; ? = inconclusive; · = not tested or not shown; & = joins results of further samples; [ ] = remark or other dose. Unless noted, calls come from the whole dose curve; as a rule, active = well fitted curve in the direction sought with a large enough effect; inconclusive = small, poorly fitted or top-dose-only effect, or another doubt; inactive = no such curve, though single readings can be large; an effect the other way counts as inactive or inconclusive. A portion of the library, so the mix of outcomes need not match the whole.

Screens in order: PTHR1 agonist, DRD3 antagonist, EPAC2 ag, MmCpn inh, Akt phos inh, D3 ag, EPAC2 antagonist, CCT modulator
COc1cc(CC(=O)OCC(=O)Nc2ccc3c(c2)OCCO3)cc(OC)c1OC
 : -16%, 2, 14%, -2%, i, -6, 2%, -1.2
O=C(CCC(=O)N1CCOc2ccccc21)N1CCCCC1
 : -7%, 0, 10%, 2%, i, -3, 22%, 0.5
CCc1cc(=O)oc2cc(C)cc(OC(C)C(=O)NCC(O)c3ccccc3)c12 (stereo not given)
 : i, -6, -3%, -5%, i, -1, -11%, -0.2
CCOC(=O)c1c(NC(=O)CN2CCCc3ccccc32)sc(C)c1C
 : -12%, -10, 4%, -1%, i, 6, -8%, -7.7
CCOC(=O)N1CCN(S(=O)(=O)N2CCCC(C(=O)NCCc3ccc(C)cc3)C2)CC1 (stereo not given)
 : i, 6, -5%, -2%, i, 6, -3%, -1.7
O=C(NCc1ccc(F)cc1)c1cc(C2CCCCN2S(=O)(=O)Cc2ccccc2)on1 (stereo not given)
 : -17%, -99*, 10%, ·, ·, -16, -10%, -0.7
COCCNc1nnc(Cc2ccc(OC)c(OC)c2)c(=O)[nH]1
 : -2%, -3, 9%, 0%, i, -4, 3%, -3.2
CN1OC[C@@H]2CN(C(=S)NCCc3ccccc3)[C@H](c3ccc(-n4ccnc4)cc3)C[C@@H]21
 : -6%, 11, -6%, ·, i, 8, 25%, -0.9
CCn1c(SCC(=O)NCC2CCCO2)nnc1-c1c[nH]c2ccccc12 (stereo not given)
 : -7%[57.5 µM], -1, -23%, 1%, i, -2, 9%, -0.8
O=S(=O)(Nc1cccc(-c2ccc(N3CCCCCC3)nn2)c1)c1ccc(C(F)(F)F)cc1
 : i, -2, -8%, -4%, i, 6, -7%, 0.0
Cc1cc(N2CCN(Cc3nc(-c4ccc(F)cc4)oc3C)CC2)cc(C)n1
 : i, -5, 3%, -4%, i, 0, -9%, 0.9
O=C(CCCc1cccs1)Nc1nc(-c2ccc(F)cc2)cs1
 : -12%, 6, 2%, 0%, i, 4, 0%, -2.3
O=C(O/N=C(/c1ccccc1)c1ccncc1)c1ccccc1[N+](=O)[O-]
 : -17%, 10, -5%, 0%, i, 1, -9%, -1.1
COc1ccccc1OCCCCn1c(C(C)O)nc2ccccc21 (stereo not given)
 : -43%[inhibitor], 13, 7%, -3%, i, 14, 10%, -0.8
O=C1N(c2ccccc2C(F)(F)F)O[C@]1(c1ccccc1)C1CCCCC1
 : i, 5, 0%, 1%, i, 6, ?, 0.6
CC(NC(=O)c1ccc(NC(=O)CC2SC(N3CCCC3)=NC2=O)cc1)c1ccc(S(N)(=O)=O)cc1 (stereo not given)
 : i, -9, 13%, 1%, i, -7, 1%, -4.0
Cc1cc(C)cc(C(=O)NC(CC(N)=O)c2ccc(NCCN3CCCC3)c([N+](=O)[O-])c2)c1 (stereo not given)
 : 4%, -11, -3%, -1%, i, 21, 17%, -4.2
CS(=O)(=O)N1CCN(c2ccccc2NC(=O)c2ccc(Br)o2)CC1
 : 29%[57.5 µM], 4, 13%, 0%, i, 28, -24%, -1.3
CCCS(=O)(=O)NC(=O)C1(C)CCN(C(=O)c2cccc(C(F)(F)F)c2)C1 (stereo not given)
 : 1%, -9, 8%, ·, ·, -12, -4%, -1.9
Cc1ccc(NC(=O)C2CCN(S(=O)(=O)c3c(C)[nH]c(=O)[nH]c3=O)CC2)cc1
 : i, 11, 4%, 2%, i, 11, -1%, -2.7
Cc1ccc2c(c1)c1ncnc(N3CCOCC3)c1n2C
 : -72%[inhibitor], 0, 1%, -5%, i, 6, 1%, -1.3
CC(C)NC(=O)NC(=O)CSc1ncccn1
 : -3%, -18, 9%, 1%, i, -5, 4%, -3.7
Cc1ccc(N2C(=O)CC3(CC4C=CC3C4)C2=O)cc1 (stereo not given)
 : -19%[57.5 µM], -11, -7%, 0%, i, 4, 4%, -1.9
CCOc1ccc(C(=O)NC(C)(C)CC)cc1
 : i, 2, 6%, 1%, i, -1, 4%, -1.6
Cc1cn([C@H]2C[C@H](O)[C@@H](CNCc3cc(Cl)ccc3OCc3ccc(Cl)cc3)O2)c(=O)[nH]c1=O
 : -23%, -7, 7%, ·, i, 1, -2%, -1.5
CCc1ccc(C(=O)N2CCN(S(=O)(=O)c3sc(C(=O)O)c(C)c3C(=O)O)CC2)cc1
 : 0%, 12, 3%, 1%, i, 5, 12%, -2.0
COc1ccc(C(=O)N2CCN(Cc3ccccc3C(F)(F)F)CC2)cc1
 : i, -8, 0%, -1%, i, -5, -8%, 0.9
CN(C(=O)c1nn(C)c2c1CS(=O)(=O)c1ccccc1-2)c1cccc(Cl)c1
 : -4%, -7, -1%, 2%, i, -16&-1, -2%, 1.6
COc1ccc(C(=O)NC(CO)c2nnc(SCc3ccc(Cl)c(Cl)c3)n2C)cc1 (stereo not given)
 : i, -28, 6%, 0%, i, -3, -2%, 2.3
O=C(NCc1ccncc1)c1cccc(F)c1
 : i, 15, 4%, -1%, i, -14, 15%, 0.9
CC(C)c1ccc(/C=N/NC(=O)C(=O)NCCCN2CCOCC2)cc1
 : -1%, -8, 3%, -1%, i, -6, -10%, 1.8
NC(=S)NN=Cc1nccc2c(C(F)(F)C(F)(F)C(F)(F)F)cccc12
 : -85%[inhibitor], ?, -9%, ·, i, -12, -3%, -0.2
Cc1ccc(C)c(OCC(=O)Nc2cccc(S(=O)(=O)NC3=NCCCCC3)c2)c1
 : -51%[inhibitor], 1, 9%, -1%, i, -3, -7%, -2.0
Cc1ncc([N+](=O)[O-])n1CCOC(=O)NC(NCc1ccccc1)C(Cl)(Cl)Cl (stereo not given)
 : ?, -5, 2%, 2%, i, -7, -3%, 3.8
COc1ccc(S(=O)(=O)NNC(=O)Nc2ccccc2OC)c(OC)c1
 : i, -12, 7%, -2%, i, 1, -6%, -1.4
NC(=O)c1sc2nc3c(c(-c4cccs4)c2c1N)CCCCC3
 : -9%, 9, -6%, -4%, i, -5, 2%, 1.2
Cc1ccc(C(=O)CC(C(=O)O)P(=O)(c2ccccc2)c2ccccc2)cc1 (stereo not given)
 : i, -2, 6%, -1%, i, 5, -8%, -4.0
CCC(=O)Nc1ccc(N2CCN(Cc3ccccc3F)CC2)cc1
 : i, ?, 7%, 1%, ·, -3, -2%, -3.8
CCOC(=O)N1CCN(C(=O)C2CC(=O)N(Cc3ccc(OC)cc3)C2)CC1 (stereo not given)
 : -2%[57.5 µM], -23, -1%, -1%, i, 3, 0%, -2.2
COc1cc(C2C3C(=O)N(c4ccc(F)cc4)C(=O)C3ON2c2ccccc2)ccc1O (stereo not given)
 : i, -6, -19%, 0%, i, 6, 1%, 0.5
CC(C)N(C(=O)CSc1ncnc2sc(-c3ccccc3)cc12)C(C)C
 : -41%[inhibitor][57.5 µM], 17, -4%, -13%, i, -1, 8%, -3.9
COn1c(=O)c(-c2ccccc2)[n+]([O-])c2ccccc21
 : i, 6, 12%, 1%, i, -4, 1%, -0.7
CC(=O)c1cccc(NC(=O)CNC(=O)c2sc3ccccc3c2Cl)c1
 : i, 4, 3%, -3%, i, -1, 7%, 1.7
CCc1nc2ccc(C(=O)N3CCN(C(=O)c4ccco4)CC3)cn2c1N(C)C(=O)C1CCCCC1
 : i, 4, -2%, ·, i, 1, 16%, -0.6
COc1ccc(S(=O)(=O)N2c3ccccc3OCC2C(C)(C)C)cc1 (stereo not given)
 : i, 5, -1%, 0%, i, 11, 3%, -0.1
COc1ccccc1N(C)C(=O)c1cc(S(=O)(=O)N2CCCC2)cn1C
 : i, 13, 4%, 1%, i, 5, 12%, -0.2
COc1cc(OC)c(NC2=CC(=O)C(=O)c3ccccc32)cc1Cl
 : -13%, -26, -10%, 0%, i, -1, -8%, 0.6
CCOC(=O)C1=C(O)/C(=C/c2cc(OC)c(O)c(OC)c2)SC1=Nc1ccc(OC)cc1
 : -14%, -8, -1%, -3%, i, 3, 5%, -1.3
COc1cccc(-c2noc(C3CCCN(C(=O)Cc4ccccc4)C3)n2)c1 (stereo not given)
 : -25%, 37, 16%, -2%, i, -11, -1%, -2.8
Cc1c(C(=O)NC2CCOC2)oc2c(F)cccc12 (stereo not given)
 : -23%, -5, -4%, -3%, ·, -6, -8%, 2.9
Cc1ccc(C2CC(C(F)(F)F)n3ncc(C(=O)NCc4ccco4)c3N2)cc1 (stereo not given)
 : i, -14, 13%, 1%, i, -2, -20%, -3.0
COc1ccc([N+](=O)[O-])cc1NC(=O)Cc1ccccc1Cl
 : i, 4, -9%, 1%, i, 4, 3%, -0.2
CC1(C(=O)Nc2c(F)c(F)c(F)c(F)c2F)CC1(Br)Br (stereo not given)
 : -1%, -17, 6%, 0%, i, 4, 7%, -0.6
O=C1C(C=NCCN2CCOCC2)=C(O)c2ccccc21
 : -11%, -14, 8%, -2%, i, -4, 10%, 2.6
CC(C)N1C(=O)c2ccccc2NC(=O)C1C(=O)NCc1cccs1 (stereo not given)
 : -3%, -19, 3%, ·, i, -8, 7%, ·
O=C(Nc1ccccc1F)c1ccc(-c2cccc([N+](=O)[O-])c2)o1
 : ?, -22, 6%, -5%, i, -15, 12%, 0.6
NC(=O)c1ccccc1OCC(=O)Nc1ccc2c(c1)CCC2
 : -39%[inhibitor], -6, 2%, -1%, i, -2, -12%, -0.2
CCCCCOc1ccc(/C=C/c2c([N+](=O)[O-])c(=O)n(C)c(=O)n2C)cc1
 : -9%, 25, -7%, -2%, i, -5, -3%, -0.6
C/C(=N\NC(=S)NC1CCCCC1)c1c(F)cccc1F
 : -23%, -29, 19%, 1%, i, -8, -5%, 1.9
Cc1cc(C)c(C)c(OCC(=O)O/N=C(\N)c2ccncc2)c1
 : -22%, 31, 16%, 1%, i, 17, -14%, 0.6

Grouped by structure: the entries above with a COOH group (two)
Screens in order: PTHR1 agonist, DRD3 antagonist, EPAC2 ag, MmCpn inh, Akt phos inh, D3 ag, EPAC2 antagonist, CCT modulator
CCc1ccc(C(=O)N2CCN(S(=O)(=O)c3sc(C(=O)O)c(C)c3C(=O)O)CC2)cc1
 : 0%, 12, 3%, 1%, i, 5, 12%, -2.0
Cc1ccc(C(=O)CC(C(=O)O)P(=O)(c2ccccc2)c2ccccc2)cc1 (stereo not given)
 : i, -2, 6%, -1%, i, 5, -8%, -4.0
